S1P4 antag = antagonists of human S1P4 receptor | O95977 | S1P4-expressing cells, antagonist mode, reporter read-out | inhibition, % at 4.98 µM | actives 0.26% (n = 220,000) | AID 1510; in the data active means inhibition above about 29%;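 further: 0% = wells stimulated with agonist and 100% = vehicle wells without agonist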
EP2 mod = EP2 receptor (human) modulation | P43116 | EP2-expressing cells, cAMP HTRF FRET, PGE2 co-stimulation | induction, % at 25 µM | actives 0.83% (n = 260,000) | AID 940;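 active means compounds whose cAMP rise, as percent of the full-agonist control response, exceeds 60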;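 further: rat C6 glioma line stably carrying human EP2 under a CMV promoter; the protocol text gives 20 µM as final concentration; 100% = response of wells given 1 µM PGE2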
Target sequence (P43116 whole entry, looked up): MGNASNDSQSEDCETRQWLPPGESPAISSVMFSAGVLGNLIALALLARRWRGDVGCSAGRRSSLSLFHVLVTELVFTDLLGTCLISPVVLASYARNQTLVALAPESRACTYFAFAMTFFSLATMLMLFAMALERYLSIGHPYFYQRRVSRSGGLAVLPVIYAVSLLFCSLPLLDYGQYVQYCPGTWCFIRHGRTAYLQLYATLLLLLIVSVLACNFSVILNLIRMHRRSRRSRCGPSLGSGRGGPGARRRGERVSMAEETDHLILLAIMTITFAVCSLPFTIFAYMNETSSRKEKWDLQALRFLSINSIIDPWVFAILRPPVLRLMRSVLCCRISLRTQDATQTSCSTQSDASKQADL
m-calpain inh = inhibitors of pig calpain II; purified calpain II, fluorogenic peptide substrate, 30 min; inhibition, % at 16 µM; actives 0.37% (n = 220,000);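 active means inhibition above about 50%, limit read from the data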
TRPML3 agonist = human mucolipin-3 channel agonism. AID 1448. activation, % at 3 µM. actives 0.29% (n = 220,000). HEK293 TRPML3-YFP, Fluo-8 calcium fluorescence; 100% = the carbachol control signal;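 active means activation above its plate's cutoff, the mean activation of the plate's test wells plus 3 SD, cut at about 12% in these data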;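 further: 0% = DMSO only wells and 100% = carbachol wells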
Target sequence (Q8TDD5 whole entry, looked up): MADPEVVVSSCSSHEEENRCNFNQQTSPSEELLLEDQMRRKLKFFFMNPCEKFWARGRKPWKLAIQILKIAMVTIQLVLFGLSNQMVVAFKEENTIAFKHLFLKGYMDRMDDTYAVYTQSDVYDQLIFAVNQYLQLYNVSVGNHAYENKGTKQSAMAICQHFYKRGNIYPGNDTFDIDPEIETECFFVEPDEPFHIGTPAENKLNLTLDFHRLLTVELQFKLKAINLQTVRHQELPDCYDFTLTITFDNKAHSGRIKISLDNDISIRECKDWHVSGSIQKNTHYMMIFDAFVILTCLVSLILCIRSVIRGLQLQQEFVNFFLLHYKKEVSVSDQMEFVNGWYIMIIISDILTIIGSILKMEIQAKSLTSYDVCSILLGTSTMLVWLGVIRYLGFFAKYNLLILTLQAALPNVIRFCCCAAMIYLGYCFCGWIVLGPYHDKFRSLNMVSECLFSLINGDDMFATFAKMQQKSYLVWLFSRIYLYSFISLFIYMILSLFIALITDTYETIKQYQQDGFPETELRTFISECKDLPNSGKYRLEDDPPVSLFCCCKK
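Material: HEK293 cells stably carrying human TRPML3-YFP; compound dosing: single dose, 3 µM final nominal compound, 0.3% DMSO final; incubation: 1-h 37 °C dye load, 5-s basal, 120-s post-compound reads; technique: Fluo-8 intracellular calcium fluorescence, excitation 470-495 nm, emission 515-575 nm; read-out basis: percent activation from peak-to-basal fluorescence ratio, scaled between DMSO and carbachol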
S1P4 ag = activates the human S1P4 receptor; O95977; S1P4-expressing cell line, agonist reporter assay; activation, % at 4.98 µM; actives 0.35% (n = 220,000); in the data active means activation above about 11%;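 further: 0% = DMSO vehicle and 100% = reference agonist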
Ba/F3 V617F tox = loss of viability in JAK2V617F-driven Ba/F3 cells | Ba/F3 EpoR-JAK2V617F viability, ATP luminescence | inhibition, % at 5.6 µM | actives 1.1% (n = 220,000) | AID 1446;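 active means inhibition above the campaign mean plus 3 SD over all tested compounds, cut at about 24% in these data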;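 further: cytokine-independent growth of Ba/F3 cells driven by EpoR plus mutant JAK2; 0% = DMSO-treated cells and 100% = JAK inhibitor I control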
PERK inhibitor = inhibitors of human PERK kinase; inhibition, % at 5.6 µM; CHO PERK-DD fusion, SEAP luminescence translation reporter; actives 0.17% (n = 220,000); AID 1416;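 active means inhibition above the mean inhibition of all tested compounds plus 3 SD, set separately per screening campaign, cut at about 2.9% in these data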;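 further: PERK kinase domain activated by AP20187 dimerizer at 100 nM; 0% = DMSO with dimerizer and 100% = rapamycin at 8.4 µM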
BaF3 parental = counter-screen for JAK2V617F inhibitors: parental Ba/F3 viability inhibitors | actives 1.1% (n = 220,000) | CellTiter-Glo ATP luminescence | AID 1486 | inhibition, % at 5.6 µM;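 active means inhibition above a per-campaign cutoff, the mean inhibition of all tested compounds plus 3 SD, cut at about 27% in these data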;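 further: 0% = DMSO wells and 100% = JAK Inhibitor I control wells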
zfTRPN1 agonist = zebrafish TRPN1 (NompC) channel agonism. activation, % at 3 µM. HEK293 zebrafish TRPN1-YFP, Fluo-8 calcium fluorescence; 100% = response to 87 µM carbachol. actives 0.18% (n = 220,000);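 active means activation above its plate's cutoff, the mean activation of test wells on that plate plus 3 SD, cut at about 19% in these data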;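 further: 0% = DMSO alone and 100% = 87 µM carbachol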
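Material: zebrafish TRPN1-YFP in HEK293 cells; Doses: single test compound dose, 3 µM nominal, 0.3% DMSO; Timing: dye loading 1 h at 37 °C, then 30 min room temperature; Technique: intracellular calcium fluorescence with Fluo-8; Benchmarks: high carbachol 87 µM, low DMSO alone.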
* = called active by the depositor; & = joins results of further samples.

SMILES	S1P4 antag	EP2 mod	m-calpain inh	TRPML3 agonist	S1P4 ag	Ba/F3 V617F tox	PERK inhibitor	BaF3 parental	zfTRPN1 agonist
CC(/C=N/n1c(-c2ccco2)n[nH]c1=S)=C\c1ccccc1	-7	6	-14	0.0	1.8	-2	1.1	3	-2.8
CC(C)(S)[C@@H](N)C(=O)O	0	-11	3	0.1	-0.5	-3	1.4	1	0.2
CCCNC(=O)CCC(NS(=O)(=O)c1ccc(C)cc1)C(=O)NCCC (stereo not given)	11	7	-5	0.6	2.1	0	0.7	-2	1.2
O=C(CNS(=O)(=O)c1cccc2nonc12)NCc1ccc(F)cc1	-13	11	-36	0.0	0.1	4	-0.1	10	0.6
C/C(=N\NC(=O)C(N)=O)c1ccc(NC(=O)c2cccs2)cc1	-1	-39	0	0.8	1.3	3	0.2	5	1.4
CC(C)CN(CC(C)C)S(=O)(=O)N1CCC(C(=O)NCc2ccccn2)CC1	-19	16	-3	0.5	-0.4	0	-1.0	2	0.4
COCCCNS(=O)(=O)c1ccc2c(c1)CCN2C(C)=O	-6	21	2	0.7	-2.3	-4	-0.2	0	0.3
COc1cccc(C(=O)c2c[nH]c(C(=O)NCCCN(C)C)c2)c1	-7	-6	10	0.7	0.5	0	1.2	1	1.3
CCC(C)NS(=O)(=O)c1ccc(S(=O)(=O)N(CC(=O)Nc2ccccc2)Cc2ccco2)cc1 (stereo not given)	-1	-23	-17	0.4	0.0	7	-1.0	8	-0.9
CCNS(=O)(=O)c1ccc(NC(=O)c2ccccc2)cc1	-70	-23	23	1.6	-1.1	-1	0.7	3	0.6
COc1ccc(OC)c(S(=O)(=O)N2CCC(C(=O)Nc3cccc(C)c3)CC2)c1	2	-19	-15	0.4	1.1	6	-0.8	8	-0.3
COCCSc1nnc(NC(=O)c2ccc(OC)c([N+](=O)[O-])c2)s1	0	3	21	0.9	1.2	5	0.8	-1	0.4
COc1ccc(S(=O)(=O)N2C(=O)/C(=C3\SC(N)=NC3=O)c3ccccc32)cc1	1	-18	2	0.2	0.1	-1	1.0	-2	-3.2
COc1ccccc1C1CC(c2ccccc2)Nc2ncnn21 (stereo not given)	-11	-6	22	0.8	0.6	-2	0.5	2	0.2
COc1cccc(CNC(=O)c2ccc(NC(=O)C3CCCO3)cc2)c1 (stereo not given)	-10	-6	-9	0.4	-0.2	1	0.9	7	2.2
Cc1cc(C)nc(SC2CCCCC2NS(=O)(=O)c2ccc(Cl)cc2)n1 (stereo not given)	-26	32	19	0.2	-0.3	0	-0.5	5	-1.8
O=C(N/N=C/c1cccc([N+](=O)[O-])c1)c1ccc(CN2CCOCC2)cc1	-10	-3	-2	1.8	-0.6	3	0.2	8	2.5
Cc1cc(C(=O)OCC(=O)NCc2ccco2)c(C)n1-c1ccccc1	-14	12	-432	-0.3	2.1	-1	-0.1	6	1.2
CCN(CC)CC(=O)Nc1c(C)cc(C(C)(C)C)cc1C	-2	0	10	0.2	-0.7	-3	-1.0	2	-0.3
Cc1ccsc1/C=N/NC(=O)c1sccc1C	-15	-7	3	-0.2	-0.8	-3	0.5	-1	-0.5
CCC(=O)Nc1nnc(SCc2cccc(F)c2)s1	-10	-19	-1	0.4	0.3	-1	0.4	-1	0.7
CCOc1ccc(NC(=O)CC(c2ccccc2)c2ccc(F)cc2)cc1 (stereo not given)	-14	7	5	-0.7	0.3	-1	-0.4	1	-1.7
CCC(=O)Nc1cc2nn(-c3ccc(C)cc3)nc2cc1C	1	12	-88	1.0	-0.2	-2	0.2	-3	3.1
Cc1ccc(S(=O)(=O)Nc2nc3ccccc3s2)cc1[N+](=O)[O-]	-10	5	-53	0.5	0.5	2	0.8	9	1.8
COc1ccc(S(=O)(=O)NNC(=O)C(=O)NNc2ccccn2)cc1	-11	-23	7	0.2	0.5	5	2.2	4	0.8
Continuation:
SMILES	S1P4 antag	EP2 mod	m-calpain inh	TRPML3 agonist	S1P4 ag	Ba/F3 V617F tox	PERK inhibitor	BaF3 parental	zfTRPN1 agonist
Cc1nc2ccc(NC(=O)c3ccc(F)c(S(=O)(=O)N4CCOCC4)c3)cc2s1	0	-16	26	0.5	0.4	1	-0.3	3	1.9
CCC(=O)Nc1nnc(-c2ccccn2)o1	-7	35	-10	-0.1	1.5	-2	1.1	7	2.2
O=C(COc1ccccc1)NNC(=S)NC(=O)c1ccccc1	-9	-8	-1	1.1	2.0	-4	0.5	4	-0.2
CC(C)CNC(=O)CSc1nnc(-c2ccc(Cl)cc2)n1N	-14	-26	-7	-0.4	3.0	-3	-0.1	-1	-1.9
N/C(=N\c1nc(CSc2ccc(Cl)cc2)cc(=O)[nH]1)Nc1ccccc1C(F)(F)F	-10	-28	-6	0.1	-1.8	1	1.1	8	0.1
Cc1ccc(C(=O)C2CCN(CC(=O)Nc3ccc4c(c3)OCCO4)CC2)cc1	-12	-39	-17	-2.0	-0.1	-4	-0.2	3	-2.3
CC(C)CCN1C(=O)c2ccccc2C1C(=O)NCc1cccnc1 (stereo not given)	-20	-18	1	0.7	-2.7	0	-0.9	6	-0.6
COc1cccc(/C=N/NC(=O)CCc2c(C)n[nH]c2C)c1	-20	-21	10	1.1	0.7	4	-0.2	6	-0.3
CC1=Nc2nc(N3CCCCC3)c(C#N)c3c4c(nc(c23)N1)N(c1ccc(C(C)C)cc1)C(=O)C4	-29	-15	-43	0.3	-0.5	-1	0.2	4	2.7
Cc1nn(-c2ccccc2)c(C)c1/C=C/C(=O)OC(C)C(=O)Nc1ncc(Cl)cc1Cl (stereo not given)	-15	2	11	0.2	-0.3	-1	0.6	4	0.3
Fc1cccc(F)c1-n1c(CN2CCOCC2)csc1=S	-24	0	-7	0.8	2.7	-2	-0.1	6	0.5
Cc1noc(C)c1COC(=O)c1cc(F)c(F)cc1Cl	-22	33	-13	-0.4	-0.7	-1	0.5	4	-0.8
Cc1cc(C)n2c(Br)c(CSc3nc4ccccc4s3)nc2n1	-7	-11	-42	0.3	-0.7	5	-0.5	7	-0.7
CCC(CC)c1nnc(NC(=O)C2CC(=O)N(c3ccc4c(c3)OCCO4)C2)s1 (stereo not given)	-17	13	-8	1.1	0.4	-1	-0.2	1	-0.1
Cc1ccc(-c2c3c(nc4sc(C(N)=O)c(N)c24)CCC3)cc1	-22	22	-17	-1.4	1.2	-4	-1.0	-3	-2.9
Cc1cc(=O)oc2cc(OCC(=O)NCc3ccco3)ccc12	-3	-24&9	14	0.0	-3.8	-2	0.9	3	0.2
C/C(=C\C(=O)C(F)(F)F)Nc1cc(C)cc(C)c1	-11	29	-27	1.7	3.1	2	-0.3	6	0.2
Cc1ccc(NC(=S)N(CCCN(C)C)Cc2cc3cc4c(cc3[nH]c2=O)OCO4)cc1	-2	12	-73	0.5	0.0	-5	0.6	6	-0.4
COc1ccc(N=C2C(=O)Nc3c(C)cccc32)cc1	1	-11	-17	0.1	1.9	1	2.0	5	0.6
O=c1/c(=C/c2ccc(CNS(=O)(=O)c3ccccc3)o2)sc2n1CCN=2	-13	36	-23	0.9	1.0	-3	-0.1	6	2.3
Cc1ccnc2nc(C(=O)OCC(=O)N3CCc4ccccc43)nn12	-18	2	16	0.3	0.1	4	-0.1	3	1.6
CSc1nnc2c(n1)[nH]c1c(C)cccc12	-15	-18	-5	1.6	1.8	1	-0.5	7	2.5
Cc1ccc(CN2CCSc3ccc(C(=O)NC4CCN(Cc5ccccc5)CC4)cc32)cc1	-1	26	-275	0.3	1.6	0	0.3	2	-0.3
CCOC(=O)CCCNC(=O)CCNC(=O)c1ccc(OC(C)C)cc1	7	40	12	-0.6	-0.2	-4	-0.3	1	-1.8
CCOc1ccc(C2Nc3cccc4cccc(c34)N2)cc1OC	-17	-11	-82	0.3	-0.9	7	0.4	1	0.7
Next part
SMILES	S1P4 antag	EP2 mod	m-calpain inh	TRPML3 agonist	S1P4 ag	Ba/F3 V617F tox	PERK inhibitor	BaF3 parental	zfTRPN1 agonist
O=S(=O)(NCC1CCCO1)c1ccc(Oc2ccccc2)cc1 (stereo not given)	-7	16	0	2.2	0.0	-3	0.9	0	3.5
Cn1nnc(NC(=O)c2ccccc2F)n1	7	-24	16	1.0	-2.4	-3	0.6	3	0.2
CC(C)CC(=O)N1CCN(Cc2cccc(F)c2)CC1	4	18	-7	0.7	3.0	0	0.0	1	-0.9
COC(=O)c1ccc(N2CCN(C)CC2)c(NC(=O)c2cc3ccccc3o2)c1	-9	-17	-171	1.1	1.3	1	-1.4	1	0.8
Cc1ccccc1NC(=O)C1CCN(S(=O)(=O)c2cccs2)CC1	-4	-10	-23	0.5	1.2	5	0.7	8	1.4
OCCN1CCN(c2ncnc3c2sc2nc(N4CCOCC4)c4c(c23)CCC4)CC1	-32	-20	-114	0.8	0.7	0	-1.0	3	-0.4
COc1ccccc1C(=O)Nc1c(C)cc(Br)cc1C	-1	-15	-12	-0.6	0.1	0	0.4	4	-2.1
COC(=O)C1=C(O)CSC1=Nc1ccc(C)cc1	-15	24	20	-0.7	0.4	2	-0.4	9	-2.0
CC(C)c1cccc(C(C)C)c1NC(=O)CCl	1	7	4	-0.1	1.3	5	0.0	7	-0.3
O=C(O)c1ccc(CNCc2ccc(Cl)cc2Cl)cc1	-8	2	-12	0.9	0.4	-3	1.0	2	-0.3
O=C1c2ccccc2CCC1C(O)c1ccccn1 (stereo not given)	-10	4	17	0.5	3.9	0	0.6	2	-0.2
COc1cc(/C=N/NC(=O)CCc2ccccc2)ccc1O	-5	-31	-9	0.3	-1.5	-3	-0.2	1	0.2
c1ccc(CSc2nnc(-c3cccnc3)o2)cc1	-16	10	8	0.1	2.8	4	0.0	5	-0.4
CC1CCN(CCCNC(=O)c2ccc3c(=O)n(Cc4ccc(Cl)cc4)c(=S)[nH]c3c2)CC1	-14	-63	-55	2.1	0.6	-1	-0.7	6	3.4
CC1C=CCC2C(=O)N(c3cccc(C(=O)N4CCCCCC4)c3)C(=O)C12 (stereo not given)	11	20	-7	-0.1	0.5	-2	0.0	-2	0.6
CN(C)CCCn1c(SCC(=O)N2CC(=O)Nc3ccccc32)nc2ccccc2c1=O	4	-34	-3	-0.5	1.3	-4	0.6	0	1.2
O=S(=O)(c1ccc2ccccc2c1)N1C=CC(C(F)(F)F)=NCC1	-17	-42	12	0.1	1.9	4	-1.5	3	0.6
COCCNC(=S)N/N=C(\C)c1ccc(O)cc1	3	13	-2	-0.3	1.1	3	1.3	5	1.7
COc1ccccc1CN(C)CC(=O)Nc1ccc(Cl)cc1F	2	-10	47	-2.3	-1.4	8	0.1	6	-2.0
Cn1c(=O)c2c(ncn2CC(N)=O)n(C)c1=O	-33	-2	10	1.7	0.7	-2	-1.0	1	-0.7
C[C@@H](C(=O)N[C@H](C(=O)O)c1ccccc1)n1nnc2ccccc2c1=O	-4	20	12	-0.1	0.5	-2	0.7	3	0.7

Single entries from above:
EP2 mod with COc1ccccc1C(=O)Nc1c(C)cc(Br)cc1C reads -15
zfTRPN1 agonist with Cn1nnc(NC(=O)c2ccccc2F)n1 reads 0.2

Screening results (PubChem)
